H1N1 NS1A inhibition: NS1A inhibition, H1N1 influenza, cell based functional assay (AID 504329) | one-dose inhibition, % at 12.5 µM; IC50 in µM for titrated hits | 0.3% of 340,000 active | NS1A functional cell-based assay, percent inhibition; higher % means a stronger effect; in the data active = a potency from the dose series; inconclusive = inhibition above about 27% without an active follow-up result; also: strong numbers were not always called active
Salmonella PhoP GFP: PhoP regulon inhibitors, Salmonella typhi PhoP promoter GFP reporter, confirmatory (AID 1850). Salmonella Typhi PhoP-promoter GFP reporter, fluorescence, 4 h; higher % means a stronger effect. inhibition, % at 50 µM; hits with a dose series show IC50 in µM. 0.33% of 310,000 active; in the data active = a potency from the dose series; inconclusive = inhibition mostly from about 25% at the one dose, without a potency; inactive = the rest, 99 in 100 with inhibition below about 19%;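 also: 0% = induced wells with vehicle and 100% = uninduced wells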
VEEV TC-83 Vero: inhibitors of VEEV TC-83 cytopathic effect, confirmation, Vero cells (AID 588727) | 0.13% of 350,000 active | Vero cells, VEEV TC-83 cytopathic effect inhibition; higher % means a stronger effect | inhibition, % at 20 µM; hits with a dose series show IC50 in µM; in the data active = a potency from the dose series; inconclusive = inhibition mostly from about 14% at the one dose, without a potency; inactive = the rest, 99 in 100 with inhibition below about 12%; also: strong numbers were not always called active
H37Rv inhibition: M. tuberculosis growth inhibition, HTS (AID 449762); M. tuberculosis H37Rv growth inhibition, 7H9 media; higher % means a stronger effect; one-dose inhibition, % at 25 µM; IC50 in µM for titrated hits; 0.59% of 330,000 active; in the data active = a potency from the dose series; inconclusive = inhibition above about 70% without an active follow-up result;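 also: bacterial growth assessed after seven days of incubation; strong numbers were not always called active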
tuberculosis growth: growth inhibition of non-replicating M. tuberculosis (AID 488890). Mycobacterium tuberculosis non-replicating, growth inhibition; higher % means a stronger effect. inhibition, % at 25 µM, or IC50 in µM where a hit was titrated. 0.39% of 320,000 active; in the data active = a potency from the dose series; inconclusive = inhibition mostly from about 82% at the one dose, without a potency; inactive = the rest, 99 in 100 with inhibition below about 76%;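 also: plate controls were DMSO cells for no effect and high antibiotic wells for full effect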
VEEV TC-83 Vero 10K pilot screen: second read-out of VEEV TC-83 Vero, no call of its own (marks repeat the call); inhibition, %; measured here: 10K pilot screen inhibition
Numbers without * were called inactive; i = inactive; ? = inconclusive; . = not tested or not shown. Compounds were not picked by outcome; about 1.5% have a hit in one of these screens.

SMILES | H1N1 NS1A inhibition | Salmonella PhoP GFP | VEEV TC-83 Vero | H37Rv inhibition | tuberculosis growth | others
C[C@H]1CN=C(N(C)C)N1CC1CCCCC1 | 1% | 8% | i | -7% | -7% | VEEV TC-83 Vero 10K pilot screen=0.4
CCc1ccc(N(C(=O)CNC(=O)c2ccco2)C(C(=O)NC2CCCC2)c2cccnc2)cc1 (centres undefined) | -5% | 12% | i | 5% | 5%
COc1ccc(OCC#CCN2CCCCCC2)cc1 | 2% | -3% | i | 0% | 61%
Cc1cc(NS(=O)(=O)c2ccc(Nc3nc(-c4ccc(C)c(C)c4)cs3)cc2)no1 | -1% | 13% | 5.9% | ? | 49%
COc1ccc(Cl)cc1C(=O)NCC(c1ccco1)N1CCCC1 (centres undefined) | 3% | -3% | 1.6% | -6% | 13%
CCC1=NN2C(=N)/C(=C\c3cccn3-c3ccc(C)c(C)c3)C(=O)N=C2S1 | 7% | -11% | 3.3% | 10% | 56%
COc1cc(C(=O)N2CCN(C(=O)c3cccc4ccccc34)CC2)cc(OC)c1OC | 4% | 16% | 0.4% | -3% | 10%
Cc1ccc(Cl)c(OCC(=O)NC2CCN(Cc3ccccc3)CC2)c1 | 1% | -4% | i | 10% | 16%
C=CCn1c(=S)[nH]c2ccc(Br)cc2c1=O | 0% | -11% | i | 0% | 8%
N#Cc1ccc(OCC(=O)OCC(=O)NCCC2=CCCCC2)cc1 | -10% | -11% | 0.5% | -1% | 11%
CC(=O)N1CCN(C(=O)c2ccc3c(c2)OCO3)CC1 | 10% | . | i | 1% | 10%
Cc1ccc(-c2nc(N)nc(N)n2)c(C)c1 | 0% | -10% | 0.9% | -6% | -2%

Arranged by molecular weight (rising): three of the compounds above.
SMILES | H1N1 NS1A inhibition | Salmonella PhoP GFP | VEEV TC-83 Vero | H37Rv inhibition | tuberculosis growth | others
COc1ccc(OCC#CCN2CCCCCC2)cc1 | 2% | -3% | i | 0% | 61%
COc1ccc(Cl)cc1C(=O)NCC(c1ccco1)N1CCCC1 (centres undefined) | 3% | -3% | 1.6% | -6% | 13%
Cc1cc(NS(=O)(=O)c2ccc(Nc3nc(-c4ccc(C)c(C)c4)cs3)cc2)no1 | -1% | 13% | 5.9% | ? | 49%

Further records:
SMILES | H1N1 NS1A inhibition | Salmonella PhoP GFP | VEEV TC-83 Vero | H37Rv inhibition | tuberculosis growth | others
COC(=O)c1ccc(NC(=O)c2cn(-c3ccccc3)nc2-c2ccncc2)cc1 | -2% | -10% | 0.2% | -3% | -1%
COc1ccc([C@H]2CC(=O)C=C(c3cc4ccccc4s3)C2)cc1OC | -2% | . | 1.2% | 2% | -1%
CC(C)CCN(C(=O)c1cn2ccccc2n1)c1c(N)n(Cc2ccccc2)c(=O)[nH]c1=O | -1% | . | 8.9% | . | .
CCn1c(CNC(=O)C2CCCCC2)cc2cc(C)ccc21 | -2% | 3% | i | 3% | -5%
CCCOc1ccc(/C=N/NC(=O)C2CCCN2S(=O)(=O)c2ccc(Cl)cc2)cc1 (centres undefined) | 6% | 0% | 3.8% | 7% | 8%
CCOCC(=O)Nc1ccc(C(=O)Nc2ccccc2Cl)cc1 | . | 7% | . | 6% | -4%
CNC(=O)COc1coc(CN2CCN(c3ccc(OC)cc3)CC2)cc1=O | 4% | 2% | i | 2% | -1%
CCOC(=O)c1c(C)n(C)c2ccc(OC)c([N+](=O)[O-])c12 | -3% | -9% | 0.4% | -3% | -12%
Cc1ccc(CCNC(=O)CCCn2nc(C)c3c(C)n(-c4ccc(C)cc4)nc3c2=O)cc1 | 8% | 3% | 1.0% | -2% | 8%
COc1ccc(C)cc1NC(=O)Nc1ccncc1 | -1% | 0% | 4.6% | 8% | 5%
O=C(C1Cc2ccccc2CN1C(=O)c1ccco1)N1CCN(c2ccccc2)CC1 (centres undefined) | 0% | . | 0.8% | 7% | 13%
O=C(COC(=O)c1cccc([N+](=O)[O-])c1)NC1CCCC1 | 5% | -1% | i | 2% | 53%
COc1cc(/C=C(\C#N)C(=O)N2CCOCC2)ccc1OCc1ccccc1 | -2% | 3% | 1.7% | 4% | 15%
CC1(C)Cc2c(sc(NC(=O)COc3cccc4ccccc34)c2C#N)C(C)(C)N1 | -2% | 10% | 23% | 1% | 12%
COc1ccc(N(CC(=O)N2CCc3ccccc3C2)S(C)(=O)=O)cc1OC | 1% | 0% | 4.1% | -7% | 4%
O=C(C=Cc1cccs1)c1cccs1 | -10% | . | 24% | . | .
O=C(OCCCN1C(=O)c2ccccc2C1=O)c1ccco1 | 0% | 33% | 1.0% | -2% | .
COc1ccc(NC(=S)N2CCN(Cc3ccco3)CC2)c(OC)c1 | 1% | 0% | i | 1% | -5%
COc1cccc(N2CCN(c3nc(C)c(C)c(=O)[nH]3)CC2)c1 | -6% | -6% | 4.0% | 1% | 18%
CC(=O)c1c(C)[nH]c(C(=O)CSc2nnc(-c3ccco3)n2Cc2ccccc2)c1C | 2% | 20% | 0.1% | -13% | 30% | VEEV TC-83 Vero 10K pilot screen=7.0
CCOC(=O)C1(CC2CCCCO2)CCN(Cc2ccccc2-c2ccco2)CC1 (centres undefined) | -5% | 5% | 1.6% | 2% | 34%
CC1(C)Cc2c(cnn2-c2ccc(F)cc2)C(NC(=O)c2ccoc2)C1 (centres undefined) | -11% | -16% | i | 0% | 15%
CC(NC(=O)c1ccc(N(C)C)cc1)C(c1cccs1)N1CCN(C)CC1 (centres undefined) | -4% | -4% | i | -2% | 35%
CCCC(CCC)C(=O)NCCN1CCOCC1 | -7% | 23% | 0.5% | -2% | 1%
CC(C)CCN1CCN(Cc2nc3ccccc3s2)CC1CCO (centres undefined) | -12% | -1% | 0.5% | 0% | 27%
FC(F)(F)c1nnc2ccc(-n3ccnc3)nn12 | 27% | -16% | 2.0% | -6% | -19%
COc1ccc(C2C3=C(COC3=O)Oc3cc4c(cc32)OCO4)cc1OC (centres undefined) | 3% | . | 8.4% | . | .
CC(C)c1nnc(SCC(=O)NCCC2=CCCCC2)n1N | -1% | 11% | 1.1% | -8% | 33%
CCC(=O)c1c[nH]c(C(=O)NCc2cccs2)c1 | -4% | 2% | 1.5% | 1% | 2%
COc1ccc(C(C)=O)cc1CSc1nnc(Nc2ccccc2C)s1 | 15% | -5% | 5.8% | 2% | 15%
O=C(CCS(=O)(=O)c1ccccc1)Nc1nc2ccc(F)cc2s1 | -2% | 15% | 1.9% | 10% | 68%
CCc1cccc(N(CC(=O)NCc2ccc(F)cc2)C(=O)c2csnn2)c1 | 3% | 2% | 0.8% | -7% | -5% | VEEV TC-83 Vero 10K pilot screen=0.3
CCCn1c(C)cc(C(=O)COc2ccc(C)nc2[N+](=O)[O-])c1C | >100µM* | -2% | 2.1% | 2% | 36%
O=S(=O)(c1ccc(F)cc1)N1CCCN(Cc2c(F)cccc2F)CC1 | -7% | -6% | 0.3% | -3% | 0%
Cc1ccccc1NC(=O)Cc1nc(COC(=O)c2ccc(C(F)(F)F)cc2)cs1 | 2% | . | i | 0% | 18%
CC(C)c1cn(C2OC(COC(=O)c3ccccc3)C(OC(=O)c3ccccc3)C2OC(=O)c2ccccc2)c(=O)[nH]c1=O (centres undefined) | -13% | -15% | 1.2% | 0% | -11% | VEEV TC-83 Vero 10K pilot screen=4.4

Looked up one by one from the entries so far (3):
SMILES | H1N1 NS1A inhibition | Salmonella PhoP GFP | VEEV TC-83 Vero | H37Rv inhibition | tuberculosis growth | others
CCOC(=O)C1(CC2CCCCO2)CCN(Cc2ccccc2-c2ccco2)CC1 (centres undefined) | -5% | 5% | 1.6% | 2% | 34%
CCCC(CCC)C(=O)NCCN1CCOCC1 | -7% | 23% | 0.5% | -2% | 1%
CCOCC(=O)Nc1ccc(C(=O)Nc2ccccc2Cl)cc1 | . | 7% | . | 6% | -4%

Further entries follow:
SMILES | H1N1 NS1A inhibition | Salmonella PhoP GFP | VEEV TC-83 Vero | H37Rv inhibition | tuberculosis growth | others
O=C(NCCN1C(=O)S/C(=C\c2cccc(Cl)c2Cl)C1=O)C1=COCCO1 | 21% | -1% | 7.9% | -6% | -1%
COc1ccccc1/C=N/NC(=O)COCC(=O)N/N=C/c1ccccc1OC | -2% | 9% | 0.9% | -9% | -10%
CC1(C)N=C(N)N=C(N)N1c1ccc(C(=O)O)cc1 | . | -7% | . | 1% | -1%
COc1ccc(S(=O)(=O)N2CCN(C(=O)NC3CCCCC3)CC2)cc1 | 6% | 4% | i | 3% | 30%
COc1ccc(CCC(=O)NCc2cnn(C)c2)cc1 | -3% | 9% | 0.8% | -3% | -4%
O=C(N/N=C1\CC2CC=CC12)c1ccccc1Cl (centres undefined) | -6% | -3% | 0.6% | -3% | -15%
CCCCn1c(N)c(N(CCC(C)C)C(=O)CCCc2nc3ccccc3s2)c(=O)[nH]c1=O | 11% | 4% | 2.5% | 2% | -13%
Cc1noc(NS(=O)(=O)c2ccc(NC(=O)c3cccc(S(=O)(=O)Nc4ccccc4F)c3)cc2)c1C | -7% | . | 0.7% | -1% | 10%
Cc1ccc(-c2cc(C(=O)N/N=C/c3c(C)nn(C)c3C)c3ccccc3n2)cc1C | 1% | 10% | 7.5% | 2% | 15%
CNC(=S)N1CCC(n2cnc3ccccc32)CC1 | -8% | 9% | 3.2% | -2% | -20%
O=C(Cc1nnc(NC(=O)c2cccc([N+](=O)[O-])c2)s1)NCc1ccccc1 | 15% | -8% | 1.4% | -2% | -1%
Cc1ccc(CN2CCN(CC(=O)N/N=C/c3ccccc3F)CC2)cc1 | -4% | 6% | i | 3% | -4%
O=C(c1cc2ccccc2o1)N1CCN(S(=O)(=O)c2ccc(Cl)s2)CC1 | -3% | . | 9.8% | 4µM* | 27%
CC(=O)c1ccc(N2CCN(CN3C(=O)CC4(CCCC4)C3=O)CC2)c(F)c1 | -9% | -2% | 1.1% | 1% | -7%
COc1ccccc1NC(=O)CSc1nc(=O)n2cc(C)ccc2n1 | -4% | 2% | 9.1% | -5% | -13%
N#CCC(=O)Nc1ccc(C(=O)N2CCN(c3ccccn3)CC2)cc1 | 7% | 14% | 1.7% | -3% | -2%
CCc1cccc(OCCOCCN2CCCC2)c1 | 2% | 4% | i | -4% | -6%
Cc1cccc(N=Nc2c(C)nn(-c3ccccc3)c2N)c1C | 0% | -3% | 1.1% | -8% | 23%
O=C(NCc1ccccc1)C1CCC(CNS(=O)(=O)c2cccs2)CC1 (centres undefined) | 0% | -1% | 0.6% | -7% | -1%
CCC[C@@H](CN1CCC[C@H]1CN1C(N)=NC[C@@H]1Cc1ccccc1)N1C[C@@H](Cc2ccccc2)N(CCCC2CCCC2)C1=N | 18% | . | 2.9% | ? | ? | VEEV TC-83 Vero 10K pilot screen=3.4
Cc1nc2c(=O)n(-c3ccc(F)c(Cl)c3)nc(C)c2s1 | . | 2% | 0.4% | -15% | -7%
Cc1ccc(NC(=O)COC(=O)C2CCN(c3ccc(C(F)(F)F)cn3)CC2)cc1C | -9% | -3% | 3.3% | 51% | .
O=S(=O)([N-]c1nc2ccccc2nc1-[n+]1ccc(-c2ccncc2)cc1)c1ccccc1 | -12% | 1% | 0.5% | 0% | 9%
Cc1ccc(S(=O)(=O)CC(=O)Nc2ccc(S(=O)(=O)Nc3onc(C)c3C)cc2)cc1 | 1% | 9% | 0.4% | -6% | 11%
CCN(N)C(=S)Nc1ccc(F)cc1 | -4% | -3% | 1.5% | -2% | -1%
O=C(NCC(c1ccco1)N1CCCCC1)c1cccnc1 (centres undefined) | 0% | . | i | 2% | -1%
CN(C)CCCN(C(=O)COc1ccccc1)c1nc2cc3c(cc2s1)OCCO3 | -1% | 1% | 1.6% | -3% | 1%
CCOCC(=O)Nc1c(C(=O)Nc2ccc3c(c2)OCCO3)oc2ccccc12 | 6% | -1% | 9.4% | 1% | 20%
CC(=NCC1CCCO1)c1c(O)n(-c2ccc(C)cc2)c(=O)[nH]c1=O (centres undefined) | -4% | 6% | 1.8% | 6% | 1%
CC1CC1C(=O)Nc1nc(-c2ccccc2)cs1 (centres undefined) | -1% | -2% | 6.0% | 4% | -4%
COc1ccc(S(=O)(=O)N2CCCC2C(=O)Nc2nc3c(s2)CCCC3)cc1 (centres undefined) | 2% | -18% | 0.9% | 8% | 32%
Cc1ccc(-c2nnn3c2nc(NC(C)C)c2ccccc23)cc1 | -18% | 3% | 1.9% | -10% | -9%
COC(=O)c1ccc(/C=C/C(=O)OCC(=O)NCc2cccs2)cc1 | 3% | . | 12% | 4% | .
Cc1cccc(Oc2ncnc3onc(C)c23)c1C | -4% | 1% | 0.5% | 0% | 2%
CNc1nc(SCc2ccccc2Cl)nc2c1CCCC2 | -1% | -2% | 2.5% | 0.73µM* | ?
O=c1nc(NCc2ccco2)sc2ncccc12 | -5% | -10% | i | -2% | 12%

Screening results from PubChem.
